SSB-PriA inh: inhibitors of Klebsiella pneumoniae PriA binding to SSB C-terminal tail | AlphaScreen SSBct-PriA binding, biotinylated peptide | inhibition, % at 33 µM | 430,000 compounds, 0.6% hits | AID 1272365; in the data active = inhibition mostly above about 37%, no sharp cut-off; inactive = mostly below about 20%;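 also: plate controls were negative control peptide for no effect and reference peptide for full effect; strong numbers were not always called active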
Starred values were filed as active, the others as inactive; & = joins results of further samples. Only part of the results is shown, so the mix of outcomes need not match the whole.

The first 7 records, to show the layout:
SMILES | SSB-PriA inh
Cc1nc(-c2ccc(S(=O)(=O)NC(c3cccnc3)C3CCOCC3)cc2)co1 (stereo not drawn) | -2.0
Cc1noc(C)c1CCC(=O)NCC(C)(O)c1cc2ccccc2o1 (stereo not drawn) | -7.0
Fc1ccccc1-c1n[nH]c(=S)o1 | -12.0
Cc1ccccc1Cn1cnc2c(cnn2CCNC(=O)CSCc2ccccc2)c1=O | -1.0
CCCNC(=O)c1cc(-n2cccc2)ccn1 | -5.0
N#CCC(=O)NN=Cc1ccc(OC/C=C/c2ccccc2)cc1 | 0.6
O=c1c2nnn(Cc3ccccc3Cl)c2ncn1Cc1nc(-c2ccc(C(F)(F)F)cc2)no1 | 6.0

Main list, from the first entry:
SMILES | SSB-PriA inh
Cc1nc(-c2ccc(S(=O)(=O)NC(c3cccnc3)C3CCOCC3)cc2)co1 (stereo not drawn) | -2.0
Cc1noc(C)c1CCC(=O)NCC(C)(O)c1cc2ccccc2o1 (stereo not drawn) | -7.0
Fc1ccccc1-c1n[nH]c(=S)o1 | -12.0
Cc1ccccc1Cn1cnc2c(cnn2CCNC(=O)CSCc2ccccc2)c1=O | -1.0
CCCNC(=O)c1cc(-n2cccc2)ccn1 | -5.0
N#CCC(=O)NN=Cc1ccc(OC/C=C/c2ccccc2)cc1 | 0.6
O=c1c2nnn(Cc3ccccc3Cl)c2ncn1Cc1nc(-c2ccc(C(F)(F)F)cc2)no1 | 6.0
O=C(OC1CN(c2nc3c(Cl)cccc3s2)C1)c1ccc(S(=O)(=O)N2CCOCC2)cc1 | -24.0
CCc1ccc(S(=O)(=O)N2CCN(C3CC3)C[C@H]2c2ccccc2)cc1 | -18.0
COC(=O)c1sccc1NC(=O)Cn1c(C)cc(C)c(C#N)c1=O | -14.0
O=C(c1ccccc1Cl)n1sc(=O)c2ccccc21 | -4.0
O=S(=O)(Nc1ccc(N2CCCS2(=O)=O)cc1)c1cccs1 | -8.0
C(=Nn1cnnc1)c1nc2ccccc2[nH]1 | -8.5
CS(=O)(=O)c1cccc(-c2nnc(NC(=O)c3ccc(S(=O)(=O)N4CCOCC4)cc3)o2)c1 | -6.0
CCOc1ccccc1NC(=O)CSc1nnc(-c2cccn(C)c2=O)n1CC | -8.0
CCc1cc(=O)[nH]c(-n2nc(C)cc2NC(=O)c2ccc(OC)cc2OC)n1 | -1.0
COc1ccc(-c2csc(NC(=O)CCc3c(C)[nH]c(=O)[nH]c3=O)n2)cc1 | -5.0
CCOC(=O)Nc1nc(CC(=O)Nc2ccc(C(=O)OC)cc2)cs1 | -4.0
CCN(CC)S(=O)(=O)c1ccc2nc(N3CCN(c4cc(Cl)ccc4C)CC3)cnc2c1 | -4.0
O=C(Cn1nc2c(c1NC(=O)c1cc(=O)c3ccccc3o1)CSC2)NCC1CCCO1 (stereo not drawn) | -7.0
CCNC(=O)N1CCC(Cc2n[nH]c(=O)n2-c2ccccc2F)CC1 | -4.0
N#CCCN(CCC#N)C(=O)c1ccc([N+](=O)[O-])s1 | -8.0
CC(=O)Nc1ccc(C(=O)NCCNS(C)(=O)=O)cc1 | -8.0
O=S(=O)(C1CCCCC1)N1CC(c2nc(-c3ncccn3)no2)C1 | 1.0
CCn1c(=NC(=O)c2ccccc2F)sc2cc(F)ccc21 | -18.0
NC(=O)c1cc(C2CCCCN2C(=O)Cc2ccsc2)[nH]n1 (stereo not drawn) | -22.0
CCC(C)C(C)=NNC(=O)c1ccc(CSc2nc3ccccc3s2)cc1 (stereo not drawn) | -4.7
COc1ccc(CC(=O)N2CC(=O)Nc3ccccc32)cc1OC | -12.0
CC1CCc2nc(NC(=O)c3ccc([N+](=O)[O-])cc3[N+](=O)[O-])sc2C1 (stereo not drawn) | -1.0
O=C(NCCNc1ccc(-n2cccc2)nn1)c1ccccc1C(F)(F)F | -3.0
O=C(NC[C@]1(O)CCc2ccccc2C1)c1ccccc1C(F)(F)F | -13.0
Cc1nc(-c2ccc(NS(=O)(=O)c3ccc4ccccc4c3)cc2)cs1 | 17.0
CCN(C(=O)CSc1nc2cc(OC)c(OC)cc2c2nc(C)nn12)c1cccc(C)c1 | -19.0
CC(C)N1CCC(CNC(=O)C(=O)NCCC2=CCCCC2)CC1 | -15.0&-1.0
COc1ccc2sc(N(Cc3ccncc3)C(=O)CCc3ccccc3)nc2c1 | 3.0
COc1ccc(F)cc1S(=O)(=O)N1CCN(c2c(C)nn(C3CCS(=O)(=O)C3)c2C)CC1 (stereo not drawn) | -6.0
COc1ccc(S(=O)(=O)N2CCCCCC2)cc1C | -18.0
COc1cccc(CNC(=O)C(=O)Nc2ccc(N3CCCC3=O)c(C)c2)c1 | 0.0
CCOC(=O)C(C)C(C)=NNC(N)=S (stereo not drawn) | -4.4
Cc1cccc(N2CCN(S(=O)(=O)c3ccc(F)c(C(=O)Nc4ccc(Br)cc4F)c3)CC2C)c1 (stereo not drawn) | -2.0
COc1ccc(C(=O)Cn2nc(C3CC3)c3cnn(-c4cccc(Cl)c4)c3c2=O)cc1 | -13.0&7.0
O=C(CSc1ccc(-c2ccncc2)nn1)Nc1ccc2c(c1)OCO2 | -6.0&-2.0
CCCCOc1ccc(C(=O)Nc2ccc(-c3ccc(NC(=O)c4ccc(OCCCC)cc4)c(C)c3)cc2C)cc1 | 0.0
Cc1ccc(-n2c(C)nc3ccc(NC(=O)c4cccnc4)cc3c2=O)cc1 | -4.0
COC(=O)c1ccc(-n2nnc(-c3nc(-c4ccccc4Cl)no3)c2C)cc1 | -22.0
CC(=O)c1cc2c(cc1NC(=NS(=O)(=O)c1ccccc1)c1ccc(Cl)cc1)OCO2 | -14.6
CCCCc1ccc(NC(=O)CSc2cn(CCNC(=O)c3ccc(OC)c(OC)c3)c3ccccc23)cc1 | 2.0
COc1ccccc1NC(=S)NCCc1cc2c(C)ccc(C)c2[nH]c1=O | 27.0
O=C(Nc1cccc(Br)c1)c1ccc(-n2cccn2)nn1 | -7.0
COC(=O)CSc1nnc(-c2cccs2)n1-c1ccc(OC)cc1 | -10.0
CC(=NNc1ccc(Cl)c(C(=O)O)c1)c1cccc([N+](=O)[O-])c1 | 8.4
Cc1ccccc1OCC(=O)Nc1ccc(CC(=O)N2CCOCC2)cc1 | -10.0
O=S1(=O)N=C(NN=C/C=C/c2ccccc2)c2ccccc21 | 6.3
COC(=O)NN=Cc1c[nH]c2ccccc12 | -3.1
CN(C)C(CN)c1ccccc1 (stereo not drawn) | 0.0
CC(=O)c1ccc(NS(=O)(=O)N2CCC(C)CC2)cc1 | -12.0
O=C(c1ccc(-n2cncn2)nn1)N1CCN(C(c2ccccc2)c2ccccc2)CC1 | -12.0
Cc1nnc2ccc(-c3ccc(NS(=O)(=O)c4ccc5c(c4)CCCC5)cc3)nn12 | 5.0
Cc1nc(C)c(CC(=O)NCc2ccncc2)s1 | -7.0
O=C(NCCOc1ccc(-c2ccccn2)nn1)c1ccccc1C(F)(F)F | 95.0*
Additional records.
SMILES | SSB-PriA inh
COc1ccc2nc(-c3ccc(NS(=O)(=O)c4ccccc4C(F)(F)F)cc3)cn2n1 | 4.0
CCn1cc(C(=O)N2CCC[C@H](Cc3nc(C4CC4)no3)C2)c(=O)c2ccc(C)nc21 | -12.0
CCOC(=O)N1CCC(NC(=O)[C@@H]2CSCCC(=O)N2)CC1 | -5.0
O=C(NCCC(c1ccccc1)c1ccccc1)C(=O)NCc1ccc(Cl)cc1 | -15.0
COc1ccc(C)cc1Nc1nc(C(=O)NCc2ccccn2)cs1 | 0.0&9.0
Cc1nnsc1C(=O)Nc1nnc(C2CC(=O)N(c3ccccc3)C2)o1 (stereo not drawn) | -12.0
COC(=O)c1ccc(C(=O)N2CCC(c3ccsc3)CC2)cc1 | -22.0
CC(=O)Nc1ccc(S(=O)(=O)NCCCN2CCO[C@H](c3ccccc3)C2)c(C)c1 | 3.0
O=[N+]([O-])c1ccccc1C=Nn1c(COc2ccccc2)n[nH]c1=S | 13.9
COc1ccc(CNC(=O)C(=O)NCC(c2ccsc2)N2CCCC2)cc1 (stereo not drawn) | 6.0
CC(=O)Nc1ccc(S(=O)(=O)NCc2cn3ccccc3n2)cc1 | -14.0
CCn1cc(C=NNS(=O)(=O)c2ccc(C)cc2)c(C)n1 | 2.0
CC1Oc2ccc(-c3csc(NC(=O)c4ccncc4)n3)cc2NC1=O (stereo not drawn) | -16.0
CC1CCN(C(=O)CSc2ccc(NC(=O)c3cccs3)nn2)CC1 | 4.0
O=C(NCc1ccc2c(c1)OCO2)C(=O)NCC(c1cccc2ccccc12)N1CCCC1 (stereo not drawn) | 11.0
O=C(Cc1csc(Nc2ccc(F)cc2)n1)NCc1cccs1 | 1.0
CCCc1nc2ccccc2n1Cc1ccc(F)cc1 | -4.0
O=C(COc1ccccc1F)NNC(=O)c1cccn(Cc2ccc(F)cc2)c1=O | -4.0
O=C(NCc1c(-c2ccc(Cl)cc2)nc2n1CCS2)c1cccs1 | -9.0
Cc1cc(C(=O)Nc2c3c(nn2C)CCC3)n(C)n1 | -3.0&4.0
CCOC(=O)N1CCc2c(sc(NC(=O)c3cc(OC)cc(OC)c3)c2C#N)C1 | -3.0
CSCCC(NS(=O)(=O)c1ccc2c3c(cccc13)C(=O)N2C)C(=O)O (stereo not drawn) | -5.0&13.0
O=C(NCCOc1ccccc1)N(Cc1ccsc1)C1CC1 | -16.0
COc1cc(/C=C(/C#N)C(N)=S)ccc1OCc1ccccc1 | 24.0
CCN1CCN(c2nc3ccc(OC(=O)c4ccc(Br)s4)cc3s2)CC1 | -6.0
CC(=O)NS(=O)(=O)c1ccc(NC(=O)NC2CC(=O)N(c3ccc(Cl)cc3)C2)cc1 (stereo not drawn) | 0.0
Cc1c(C(=O)NN=Cc2ccoc2)cccc1[N+](=O)[O-] | -7.2
Cc1nnc(C2CCN(Cc3cccc(C(F)(F)F)c3)CC2)s1 | -8.0
O=S(=O)(c1ccccc1)N1N=C(c2ccco2)C[C@H]1C1CC1 | -6.0
O=C1NC(=O)C2(CCN(Cc3ccccc3)C2)N1 (stereo not drawn) | -4.0
CCCS(=O)(=O)N1N=C(c2ccc(NS(C)(=O)=O)cc2)CC1c1ccccc1F (stereo not drawn) | 4.0
O=C(COc1ccc(F)cc1F)NCCn1ncccc1=O | -2.0
COCc1cc(C=NNC(=O)COc2ccc(Cl)cc2)ccc1OC | -1.2
CCc1ccc(OCC2c3cc(OC)c(OC)cc3CCN2C(=O)c2cc3ccccc3oc2=O)cc1 (stereo not drawn) | 6.0
CCCCC(O)=NS(=O)(=O)c1ccc(N=NN(C)C)cc1 | -6.2
CCCCN(C1CCS(=O)(=O)C1)S(C)(=O)=O (stereo not drawn) | 10.0
Cc1ccc(Cn2nc(-c3cccs3)c3sc(N4CCCC4)nc3c2=O)cc1 | -12.0
COCCNC(=S)NN=Cc1ccc([N+](=O)[O-])cc1 | -2.9
Cc1cccc(C(=O)N(Cc2cccnc2)c2nc3c(F)cccc3s2)c1 | -2.0
COc1ccc(CCNC(=O)c2nnn(-c3ccccc3)c2CSc2ncccn2)cc1OC | -4.0

A section from further up, for reference:
SMILES | SSB-PriA inh
Cc1ccc(Cn2nc(-c3cccs3)c3sc(N4CCCC4)nc3c2=O)cc1 | -12.0
COCCNC(=S)NN=Cc1ccc([N+](=O)[O-])cc1 | -2.9
Cc1cccc(C(=O)N(Cc2cccnc2)c2nc3c(F)cccc3s2)c1 | -2.0
COc1ccc(CCNC(=O)c2nnn(-c3ccccc3)c2CSc2ncccn2)cc1OC | -4.0

New compounds follow.
SMILES | SSB-PriA inh
COc1ccc(CCNC(=O)CCc2csc3nc(-c4ccc(Cl)cc4)cn23)cc1 | -2.0
COc1cc(/C=N\N=C2\NC(=O)C(CC(=O)O)S2)ccc1O (stereo not drawn) | -8.0
NC[C@H](O)c1ccc(C(F)(F)F)cc1 | 3.0
NC(COc1ccc(F)cc1)=NNC(=O)c1cccnc1Oc1ccccc1 | -3.8
O=C(CCc1ccccc1)NCC(c1cccc2ccccc12)N1CCOCC1 (stereo not drawn) | 1.0
O=C(Nc1ccc(Cc2ccc(NC(=O)c3ccco3)cc2)cc1)c1ccco1 | -16.0
Cn1cccc(C(=O)N2CCC(Oc3ncccc3Br)CC2)c1=O | -1.0
O=S(=O)(Cc1cccc(F)c1)N1CCC2(CC1)OCCN2S(=O)(=O)c1ccc(Cl)cc1 | -1.0
O=S(=O)(NCC(c1cccs1)S(=O)(=O)c1ccc(F)cc1)c1ccc(Cl)cc1 (stereo not drawn) | 8.0
Cc1cc(C)n(-c2cc(NC(=O)CCSc3ccccc3)ncn2)n1 | -4.0
CCc1cccc(NC(=O)Cn2nc(NC(C)C)c(-c3nc(-c4ccc(Cl)cc4)no3)c2N)c1 | -10.0
NC(=S)N/N=C\c1ccc(OC(=O)c2ccccn2)cc1 | -4.0
Cc1csc2nc(O)c(C(=O)NC(C)CCc3ccccc3)c(=O)n12 (stereo not drawn) | 10.0
CCN1CCN(c2ccc(N3CCN(C(=O)c4ccc(C)cc4)CC3)nn2)CC1 | -19.0
CC(Cc1ccoc1)NC(=O)c1nc2ccccc2s1 (stereo not drawn) | -10.0
CCOC(=O)CCC(=O)N1CCC(c2nnc(-c3ccsc3)o2)CC1 | -8.0
CC1CC(=NNC(N)=S)c2cc(Cl)ccc2S1 (stereo not drawn) | -13.1
NS(=O)(=O)c1ccc(CNC(=O)c2cc3n(n2)CCCO3)cc1 | -9.0
NC(Cn1cncn1)=NOC(=O)c1ccc(Cl)cc1Cl | -13.8
CCCOc1cccc(C2C(=C(O)c3ccc(OC)cc3)C(=O)C(=O)N2CCN(C)C)c1 (stereo not drawn) | 3.7
O=C(NCCN1CCOCC1)C(=O)NCC1(c2cccs2)CCCC1 | -18.0

Reprinted at random: six records from the list
SMILES | SSB-PriA inh
NC(Cn1cncn1)=NOC(=O)c1ccc(Cl)cc1Cl | -13.8
COc1cc(/C=N\N=C2\NC(=O)C(CC(=O)O)S2)ccc1O (stereo not drawn) | -8.0
Cn1cccc(C(=O)N2CCC(Oc3ncccc3Br)CC2)c1=O | -1.0
NC(COc1ccc(F)cc1)=NNC(=O)c1cccnc1Oc1ccccc1 | -3.8
CC1CC(=NNC(N)=S)c2cc(Cl)ccc2S1 (stereo not drawn) | -13.1
O=S(=O)(Cc1cccc(F)c1)N1CCC2(CC1)OCCN2S(=O)(=O)c1ccc(Cl)cc1 | -1.0

Screening data deposited in PubChem BioAssay by Small Molecule Screening Facility, UW Madison.
